# HTT aggregate: qHTS Multiplex Assay to Identify Dual Action Probes in a Cell Model of Huntington: Aggregate Formation (GFP); PC12 HttQ103-GFP aggregates, Acumen cytometry, 40 h; AID 1688, 2009; Potency, µM (series often up to 46.1 µM), for inactives: at the highest dose activity change, negative = inhibition, usual class: inhibitors; 220,000 compounds, 1.1% hits; further: potency means the concentration at half of the fitted maximal effect; on the % scale 0 is the no-effect control and ±100 the full control effect; nearly all actives have a fitted effect of over 60% in size
#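 Read-out: GFP aggregate count by laser scanning cytometer (488 nm excitation, 500-530 nm emission, 1–25 µm objects >6 SD above background). Cells: PC12, inducible HTTex1-Q103-GFP, 100 nM tebufenozide; compounds titrated.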
# Epigenetic derep: Quantitative High-Throughput Screen for Regulators of Epigenetic Control | AID 1865, 2009 | 280,000 compounds, 0.2% hits | Potency, µM (top dose mostly 53.9 µM), inactives show at the top dose GFP activation, most hits filed as activators | murine LDR cells, GFP reporter derepression, 30 h; further: potency means the concentration at half of the fitted maximal effect; % of control where 0% means no effect; nearly all actives have a fitted effect of over 60% in size
#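 In this reporter-derepression format, murine cells bearing a silenced integrated CMV-GFP locus incubate with test compound (30 h, 37 C), then are washed and imaged; fluorescent objects of 20–120 um count as induced cells.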
# KinaseGlo FLuc: Counterscreen for Luciferase (Kinase-Glo TM) Inhibition; Potency, µM (doses to about 38.3 µM), for the others: at the highest dose activity change, negative = inhibition, actives largely listed as inhibitors; AID 1379, 2008; Luciferin 4-monooxygenase (Photuris pensylvanica), Q27757; 200,000 compounds, 0.28% hits; Kinase-Glo luciferase, ATP luminescence, 8 min; further: potency means the concentration at half of the fitted maximal effect; on the % scale 0 is the no-effect control and ±100 the full control effect; nearly all actives have a fitted effect of over 60% in size
#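 Substrate mix (final 50 mM imidazole pH 7.2, 50 mM KCl, 7 mM MgCl2, 10 uM ATP, 0.01% Tween 20, 0.05% BSA) plus pin-tool compound, then Kinase-Glo detection mix; 8 min ambient, luminescence read.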
# L3MBTL1 block: qHTS Assay for the Inhibitors of L3MBTL1. AlphaScreen L3MBTL1–H3K9me1 peptide binding. Potency, µM (doses to about 57.1 µM), for the others: at the highest dose activity, negative = inhibition, hits mostly inhibitors. 230,000 compounds, 0.66% hits. AID 485360, 2010; further: potency means the concentration at half of the fitted maximal effect; on the % scale 0 is the no-effect control and ±100 the full control effect; nearly all actives have a fitted effect of over 60% in size
#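 AlphaScreen proximity signal between nickel-chelate acceptor and streptavidin donor beads (final 10 ug/mL) reports binding of 50 nM L3MBTL1 to 75 nM biotin-H3 K9me1 peptide; complex incubated with compounds 30 min at room temperature; cefsulodin titration as control.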
# NPSR antag: qHTS Assay for Antagonists of the Neuropeptide S Receptor: cAMP Signal Transduction; CHO-NPSR cells, cAMP TR-FRET, antagonist mode; Q6W5P4; 220,000 compounds, 1% hits; AID 1461, 2008; Potency, µM (series often up to 38.3 µM), for the others: top-dose activity change, negative = inhibition, hits mostly inhibitors; further: potency means the concentration at half of the fitted maximal effect; on the % scale 0 is the no-effect control and ±100 the full control effect; nearly all actives have a fitted effect of over 50% in size; many of its hits are not listed in these tables
# Target sequence (Q6W5P4 whole entry, looked up): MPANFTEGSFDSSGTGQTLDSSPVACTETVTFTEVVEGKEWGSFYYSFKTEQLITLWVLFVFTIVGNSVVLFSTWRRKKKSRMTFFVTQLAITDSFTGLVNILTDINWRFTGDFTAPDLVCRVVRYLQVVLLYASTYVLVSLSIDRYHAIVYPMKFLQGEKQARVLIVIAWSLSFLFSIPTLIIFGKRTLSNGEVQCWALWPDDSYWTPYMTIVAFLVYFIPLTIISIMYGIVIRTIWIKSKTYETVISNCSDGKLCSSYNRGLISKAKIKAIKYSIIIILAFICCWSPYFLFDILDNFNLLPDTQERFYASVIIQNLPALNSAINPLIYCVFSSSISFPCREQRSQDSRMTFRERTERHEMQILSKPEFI
# IMPase Li cell: qHTS Assay for Identifying the Cell-Membrane Permeable IMPase Inhibitors: Potentiation with Lithium; Potency, µM (highest dose often 59.4 µM), without a hit: at the top dose activity, negative = IMPase inhibition, usual class: inhibitors; AID 1457, 2008; 210,000 compounds, 0.35% hits; CHO-M1 cells, IP1 TR-FRET (IP-One), carbachol + lithium;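 further: IP1 builds up when IMPase is blocked and the TR-FRET signal falls; potency means the concentration at half of the fitted maximal effect; plate controls were basal vehicle for no effect and high inhibitor control for full effect; nearly all actives have a fitted effect of over 50% in size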
#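 Steps: plate 2000 CHO-M1 cells per well and culture 16–30 h; add compound and lithium; incubate 30 min, 37C; add d2-IP1 tracer and Eu cryptate anti-IP1 antibody in lysis buffer; read after 10 min at room temperature.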
# CBFb RUNX1 block: qHTS Assay for Compounds Blocking the Interaction Between CBF-beta and RUNX1 for the Treatment of Acute Myeloid Leukemia. Runt-related transcription factor 1 (Homo sapiens) + Core-binding factor subunit beta …. AlphaScreen CBFb-His/RUNX1-biotin binding, biochemical. Potency, µM (titrated, usually from 59.8 µM), for inactives: at the highest dose activity, negative = inhibition, hits mostly inhibitors. 230,000 tested, under 10 active. AID 1477, 2009; further: % of control where 0% means no effect
# Target sequence (Q01196 whole entry, looked up): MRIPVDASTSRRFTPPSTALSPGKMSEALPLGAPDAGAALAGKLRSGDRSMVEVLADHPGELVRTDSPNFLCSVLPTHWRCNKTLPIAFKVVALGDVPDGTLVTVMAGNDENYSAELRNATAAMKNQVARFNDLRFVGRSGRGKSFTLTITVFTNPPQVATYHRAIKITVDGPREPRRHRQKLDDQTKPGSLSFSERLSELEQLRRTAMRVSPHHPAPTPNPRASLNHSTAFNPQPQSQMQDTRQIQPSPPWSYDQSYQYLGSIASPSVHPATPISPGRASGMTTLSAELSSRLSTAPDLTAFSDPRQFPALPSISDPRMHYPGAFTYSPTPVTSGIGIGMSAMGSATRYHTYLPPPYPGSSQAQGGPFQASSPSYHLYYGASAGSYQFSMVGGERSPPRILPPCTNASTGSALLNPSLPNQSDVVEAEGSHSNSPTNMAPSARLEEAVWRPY
# Target sequence (Q13951 whole entry, looked up): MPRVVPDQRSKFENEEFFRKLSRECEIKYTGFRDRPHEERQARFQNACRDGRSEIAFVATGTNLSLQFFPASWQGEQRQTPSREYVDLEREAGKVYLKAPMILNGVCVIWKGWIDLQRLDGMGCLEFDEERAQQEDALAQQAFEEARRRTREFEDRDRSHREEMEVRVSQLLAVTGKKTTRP
#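 Inhibition was taken as any reduction in AlphaScreen signal from the CBF-beta–RUNX1 pair (His and biotin tags, 30 nM each), measured after compound (15 min) and bead (90 min) incubations at room temperature.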
# The depositor's hits bear a star; u = inconclusive; x = no result given; & = joins results of further samples; [ ] = remark or other dose. The call rests on the fitted dose curve; in most records, active means well fitted curve in the direction sought with a large enough effect; inconclusive means small, poorly fitted or top-dose-only effect, or another doubt; inactive means no such curve, though single readings can be large; an effect the other way counts as inactive or inconclusive. This is a subset; the hit share may differ from the screen's.
SMILES | HTT aggregate | Epigenetic derep | KinaseGlo FLuc | L3MBTL1 block | NPSR antag | IMPase Li cell | CBFb RUNX1 block
O=C(Cn1cc(C(F)(F)F)ccc1=O)Nc1ccccc1 | 5%[9.22 µM] | -0.3% | x | 6% | -5%[7.67 µM] | x | 2%
O=[N+]([O-])c1cc(Cl)ccc1N1CCN(c2cccc(C(F)(F)F)c2)CC1 | u | -0.9% | x | u | -4%[46.1 µM] | x | u
CCOC(=O)c1c(C)n(-c2ccc(C)cc2)c2ccc(OCC(O)CNCC3CCCO3)cc12 (stereo unspecified) | u | 2.9% | -1% | x | u | 14% | -3%
Cc1cc(Cl)c(OCCCn2cncn2)c(Br)c1 | -12% | -0.8% | 4% | -10% | -6%[46.1 µM] | 13%[38.3 µM] | 7%
Cc1ccc(S(=O)(=O)N/N=C\c2ccc(Cl)c([N+](=O)[O-])c2)cc1 | -3% | -4.6% | 6% | 0% | -7%[46.1 µM] | 16% | -5%
Cc1ccc(C(=O)Oc2coc(CSc3nnc(NC(=O)c4cccs4)s3)cc2=O)cc1C | 0% | -1.5% | -2% | -13% | -8% | 2% | 5%
COc1ccccc1N1CCN(C(=O)NC23CC4CC(CC(C4)C2)C3)CC1 | u | 2.7% | 2% | -3% | -18% | -7% | 2%
O=C(NC(=S)Nc1ccc2c(c1)OCCO2)c1ccc(F)cc1Cl | -8% | 0.0% | -1% | -8% | -11% | 4% | -6%
N#Cc1nc(COc2ccc(Br)cc2)oc1NCCN1CCOCC1 | -1% | -0.9% | -1% | -7% | -10%[46.1 µM] | 11%[38.3 µM] | -1%
COC(=O)CSc1nnc(CSc2nc(C)cc(C)n2)n1Cc1ccco1 | -13% | 1.1% | 1% | -16% | -14%[46.1 µM] | 2% | 7%
COc1cc(C)ccc1NC(=O)c1ccc(S(=O)(=O)N2CCOCC2)cc1 | -7% | 0.0% | -2% | -1% | -15%[46.1 µM] | 4%[38.3 µM] | 4%
Cc1ccc(-c2nc(NCc3cccnc3)c3ccccc3n2)cc1 | 1% | 0.0% | 1% | -9% | -12% | 6% | -6%
CCN(CC(=O)Nc1cc(C)nn1-c1nc(C)cc(C)n1)Cc1ccccc1 | -6%[9.22 µM] | -1.5% | -1% | x | -24%[46.1 µM] | 4%[38.3 µM] | -2%
COc1ccc(C)cc1NC(=O)CSc1nnc(CC(=O)Nc2cccc(C(F)(F)F)c2)n1C | -7% | -0.1% | 21% | x | -19%[46.1 µM] | 13%[38.3 µM] | -2%
CC[N+](CC)(CC#Cc1ccccc1)CC#Cc1ccccc1 | -21%[9.22 µM] | 4.9% | x | 0% | u | x | 2%
COc1cccc(C(=O)OCC(=O)Nc2cc(C)c(C)cc2[N+](=O)[O-])c1 | -20% | -0.4% | 2% | -19% | 6% | 13% | -14%
CCCCn1nnnc1SCC(=O)NNC(=O)C1CCCCC1 | 17% | -0.7% | 1% | 6% | 6%[46.1 µM] | 0%[38.3 µM] | 1%
Cc1cc(NC(=O)c2cnn3c(C(F)F)cc(C4CC4)nc23)no1 | -10% | 0.0% | 4% | 5% | -13%[46.1 µM] | 3%[38.3 µM] | 6%
Cc1ccc(N2C(=O)CC(Cc3cccc(C)c3)C2=O)cc1 (stereo unspecified) | 15%[9.22 µM] | 0.0% | -3% | 4% | -1% | 6% | -3%
O=C1NC(Cc2c[nH]c3ccccc23)C(=O)N1Cc1ccc(CN2C(=O)NC(Cc3c[nH]c4ccccc34)C2=O)cc1 (stereo unspecified) | 0% | 1.2% | 1% | u | -6% | 22% | -5%
CC(=O)Nc1cc(C(=O)N2CCCC2)ccc1Sc1ccc(C)cc1 | -30% | -1.0% | -3% | x | -21%[46.1 µM] | 3%[38.3 µM] | -4%
CCOC(=O)CSc1nnnn1-c1cccc2ccccc12 | -3% | -1.2% | 0% | -5% | -15%[46.1 µM] | 8% | 11%
COc1ccc(/C=C/C(=O)c2cc(Cl)cc(Cl)c2O)c(OC)c1 | 5%[9.22 µM] | -0.1% | x | x | -8% | x | 10%
O=C(Cc1ccccc1)Nc1cc(Cl)ccc1Sc1ccccc1 | -16% | 0.0% | 3% | 75%[activator] | -51% | 20% | -1%
O=C(NCCCn1ccnc1)c1cc(-c2ccc3c(c2)OCO3)on1 | -1% | 0.0% | 1% | -4%[11.4 µM] | 3%[46.1 µM] | 16%[38.3 µM] | 0%
CCC1=NN(C(=O)c2ccccc2Br)C(O)(c2ccc(Br)cc2)C1 (stereo unspecified) | 9% | 2.6% | 2% | 5% | -27% | 16% | u
Cc1ccc(/C=N/n2c(C)nc3ccccc3c2=O)s1 | -2% | -1.4% | 3% | -3% | -12% | 7% | 1%
CCN1CCCC1Cn1c(-c2ccccc2)nc2c(NCc3ccccc3)nc(C)nc21 (stereo unspecified) | x | 2.7% | -2% | x | x | 13% | 3%
Brc1ccc(-c2nnc3n2CCCCC3)cc1 | -16% | 15% | -5% | x | -6%[46.1 µM] | 27%[38.3 µM] | 0%
COc1cc(C(=O)NC(CCSC)C(=O)OCc2cc([N+](=O)[O-])cc3c2OCOC3)cc(OC)c1OC (stereo unspecified) | 2% | 2.5% | 0% | x | -16% | 5% | -12%
NNC(=O)/C(=C/c1cccs1)NC(=O)c1ccccc1Cl | 12%[9.22 µM] | 2.9% | -3% | -5% | -13% | 6% | 0%
CC1(C)CN(c2ccc(N3CC(C)(C)C3=O)cc2)C1=O | 10% | -5.4% | -1% | -6% | -2% | 8% | 2%
Cc1ccc(N=C2NC(=O)/C(=C/c3cccs3)S2)cc1C | 19% | -1.9% | 0% | -11% | -29% | 5% | -8%
N#C/C(=C\c1ccc(-c2ccccc2)cc1)c1nc(-c2ccco2)cs1 | 0% | u | 1% | -2% | 3%[46.1 µM] | -3% | -2%
COCCOC(=O)C1=C(C)NC2=C(C(=O)CC(C)(C)C2)C1c1cc2c(cc1Br)OCO2 (stereo unspecified) | 10% | 0.0% | 0% | 7% | u | u | 1%
CC(NC(=O)c1ccc(F)cc1)C(c1cccs1)N1CCN(C)CC1 (stereo unspecified) | -1% | 7.0% | 2% | -18% | -4%[46.1 µM] | -7% | -12%
CCc1ccc(C(=O)COc2ccc(NC(C)=O)cc2)cc1 | -6% | -4.0% | 0% | x | 7%[46.1 µM] | 20%[38.3 µM] | 2%
CC(C)(C)C(=O)NNC(=O)c1cc2sccc2s1 | 13%[9.22 µM] | 0.0% | x | 46%[activator] | -32% | x | -9%
CCc1cc(/C(Cc2cscn2)=N\O)c(O)cc1O | 1% | 1.5% | 19% | x | 5%[46.1 µM] | -3%[38.3 µM] | 1%
CC(Cc1cccs1)NC(=O)Nc1ccc(Cl)cc1 (stereo unspecified) | u | -1.0% | -5% | x | -22%[46.1 µM] | 34%[38.3 µM] | 10%
COc1cc(C)c2occ(/C(C)=N\O)c2c1 | 4% | -0.5% | -3% | 0% | 3%[46.1 µM] | -16%[38.3 µM] | 10%
NC(=S)c1c(Cl)cc(C(F)(F)F)cc1Cl | -16%[9.22 µM] | 0.0% | x | 2% | -21% | x | 5%
COc1cc(/C=N/NC(N)=S)ccc1OCC(=O)Nc1ccc(C)cc1 | -3% | 0.0% | 7% | -6% | -15%[46.1 µM] | -5% | 7%
CC(C)c1ccc(NC(=O)C2C3C=CC4(CN(Cc5cccnc5)C(=O)C24)O3)cc1 (stereo unspecified) | -4% | 1.7% | 0% | 15% | 3% | -1% | 1%
CCNC(=O)CCn1nc(-c2ccc(Cl)cc2)c2ccccc2c1=O | 14% | -0.4% | 3% | 9% | -25%[46.1 µM] | 4%[38.3 µM] | 0%
Clc1ccc(-c2nnc(C34CC5CC(CC(C5)C3)C4)o2)cn1 | 12% | -5.9% | -1% | x | -6%[46.1 µM] | 22%[38.3 µM] | 1%
O=c1cc(CN2CCN(C/C=C/c3ccccc3)CC2)c2cc(O)c(-c3ccccc3)cc2o1 | -15% | -5.7% | 1% | 6% | -29% | -6% | 6%
Cc1cc([N+](=O)[O-])ccc1NCc1ccc2ccccc2c1 | 3% | 0.9% | 1% | -15% | -26%[46.1 µM] | 21%[38.3 µM] | 0%
CC(=O)c1ccc(C(=O)N2CCCC(C(=O)c3cc(F)ccc3F)C2)s1 (stereo unspecified) | 7%[9.22 µM] | 2.1% | -8% | 3% | 10% | 13% | 4%
CCC/C=C(\CCC)C(NS(=O)(=O)c1ccc(C(F)(F)F)cc1)c1ccccc1 (stereo unspecified) | u | 1.2%&1.7% | 2%&3% | 24% | -49% | 6%&-3% | 4%[2.36 µM]
COCCCNS(=O)(=O)c1ccc(OC)c(Cl)c1Cl | 3% | 3.2% | 0% | 5% | -7%[46.1 µM] | 23%[38.3 µM] | 8%
CCOc1cc(/C=N/NC(=O)c2cccs2)ccc1OC(=O)N1CCOCC1 | -19% | -0.8% | 5% | -2% | 20% | 8% | -2%
O=C(NC1CCCCC1)N(Cc1nc2ccccc2c(=O)[nH]1)C1CCCC1 | -10% | 0.2% | -1% | 6% | 6%[7.67 µM] | 11%[38.3 µM] | 0%
Cc1ccc(S(=O)(=O)N(C)CC(=O)NC2CC(C)(C)NC(C)(C)C2)cc1 | -6% | -0.8% | 3% | 8% | 7%[46.1 µM] | 13%[38.3 µM] | 10%
CC(=O)c1c(COC(=O)c2ccccc2Cl)nc2ccccc2[n+]1[O-] | -12%[9.22 µM] | 0.1% | x | -18% | 8% | x | -9%
O=C(COc1cccnc1[N+](=O)[O-])NCCc1ccccc1 | 17% | u | -1% | 8% | 11% | -1% | 15%
Clc1ccc(Oc2ncnc3oc(-c4ccccc4)cc23)cc1 | 4% | 1.2% | -3% | 0% | 1%[46.1 µM] | -10%[38.3 µM] | -2%
CC(C)CC(=O)Nc1ccc(OCC(=O)O)cc1 | -19% | 7.3% | -2% | 1% | 5%[46.1 µM] | -6%[38.3 µM] | 8%

# An excerpt from above with just Epigenetic derep and KinaseGlo FLuc.
compound | Epigenetic derep | KinaseGlo FLuc
CCc1ccc(C(=O)COc2ccc(NC(C)=O)cc2)cc1 | -4.0% | 0%
CCc1cc(/C(Cc2cscn2)=N\O)c(O)cc1O | 1.5% | 19%
Cc1ccc(S(=O)(=O)N/N=C\c2ccc(Cl)c([N+](=O)[O-])c2)cc1 | -4.6% | 6%
